HTT ATP protect: cytoprotection in Huntington HTT-Q103 PC12 cell model; 230,000 compounds, 0.14% hits; Potency, µM (titrated, usually from 56.4 µM), without a hit: cytoprotection (ATP increase), hits mostly activators; AID 1471; PC12 HTT-Q103 induced, cytoprotection, ATP luminescence, 40 h;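 note: % of control where 0% means no effect; nearly all actives have a fitted effect of over 45% in size; toxic huntingtin expression switched on by the ecdysone agonist tebufenozide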
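Readout: ATPlite luminescence (ATP level). Model: stable PC12, inducible Htt exon1 Q103-GFP. Inducer: tebufenozide, 100 nM final. Compounds: dose series. No G418 in medium.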
Tau fibril ThT: blocks human tau fibril formation measured by thioflavin T. P10636. recombinant tau K18 P301L, heparin-induced fibrillization, ThT fluorescence. Potency, µM (doses to about 57.4 µM), for inactives: at the top dose activity, negative = inhibition, actives largely listed as inhibitors. 270,000 compounds, 2.1% hits; note: % is set by controls: 0 for no effect and ±100 for the full control effect; nearly all actives have a fitted effect of over 55% in size
Target sequence (P10636 561-689 P618L limits assumed): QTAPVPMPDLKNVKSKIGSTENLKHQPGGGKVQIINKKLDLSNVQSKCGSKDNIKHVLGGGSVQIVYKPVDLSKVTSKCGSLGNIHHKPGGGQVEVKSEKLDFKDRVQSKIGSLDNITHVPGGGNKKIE
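Recombinant human tau K18 fragment […] carrying P301L, 15 uM unlabeled plus 0.24 uM Alexa 594-labeled, was fibrillized with 20 uM heparin in 100 mM sodium acetate pH 7 for 6 hr at 37 C; 30 uM ThT fluorescence read after 1 hr.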
GAA glycogen mod: alters human alpha-glucosidase cleavage of glycogen | P10253 | recombinant GAA, glycogen substrate, Amplex Red glucose oxidase fluorescence | Potency, µM (series often up to 76.4 µM), for the others: at the highest dose activity change, negative = inhibition, hits mostly inhibitors | 300,000 compounds, 0.38% hits;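 note: 0% = full enzyme reaction and -100% = no-enzyme basal signal; the screen sought inhibitors and activators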
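qHTS, 1536-well; enzyme 4 nM final; cpd up to 77 uM; substrate bovine liver glycogen 30 ug; 50 mM citrate/phosphate pH 5.0, 0.01% Tween-20; 37 C, 40 min; Amplex Red detection 45 min RT; Hill fit → AC50.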
aGal spleen mod: inhibitors or activators of human alpha-galactosidase in spleen homogenate; human spleen homogenate, 4MU-alpha-Gal fluorescence, 40 min; Potency, µM (top dose mostly 80 µM), without a hit: at the highest dose activity change, negative = inhibition, hits mostly inhibitors; 240,000 compounds, 0.008% hits; AID 2107; P06280;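 note: 0% = enzyme with vehicle and -100% = no enzyme basal signal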
Target sequence (P06280 32-429 limits assumed): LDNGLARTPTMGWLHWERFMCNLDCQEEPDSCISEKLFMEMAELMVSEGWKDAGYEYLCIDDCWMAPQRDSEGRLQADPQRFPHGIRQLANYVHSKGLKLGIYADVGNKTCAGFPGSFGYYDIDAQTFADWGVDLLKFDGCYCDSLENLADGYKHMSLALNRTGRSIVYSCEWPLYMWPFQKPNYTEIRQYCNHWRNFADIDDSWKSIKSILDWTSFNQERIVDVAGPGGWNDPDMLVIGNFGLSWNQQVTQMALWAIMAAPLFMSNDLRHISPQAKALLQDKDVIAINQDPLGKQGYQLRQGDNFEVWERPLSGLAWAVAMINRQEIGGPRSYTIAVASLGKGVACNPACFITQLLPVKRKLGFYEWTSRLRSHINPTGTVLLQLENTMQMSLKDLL
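Human spleen homogenate (1 ug) as enzyme source, 4-methylumbelliferyl-alpha-D-galactopyranoside 1 mM final, citrate/phosphate pH 5.0 with 0.01% Tween-20. Compounds 40 min at 37C, NaOH/glycine stop; fluorescence Ex 365/Em 440, Hill-fit AC50.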
Tau fibril FP: blocks human tau fibril formation measured by polarization; Potency, µM (highest dose often 57.7 µM), for inactives: top-dose activity, negative = inhibition, actives largely listed as inhibitors; K18 P301L tau heparin fibrillization, Alexa594 FP, 6 h; P10636; 280,000 compounds, 0.39% hits; note: % is set by controls: 0 for no effect and ±100 for the full control effect; nearly all actives have a fitted effect of over 55% in size
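Steps: dispense K18 P301L tau (15 uM plus 0.24 uM Alexa 594 tracer, final) in pH 7 sodium acetate; add compound; add heparin (20 uM final); incubate 6 hr, 37 C; add ThT (30 uM final); after 1 hr ambient, read FP.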
GAA inh: alpha-glucosidase (human) inhibition; AID 1466; 200,000 compounds, 0.005% hits; purified human GAA, 4-MU-alpha-glucoside fluorescence; Potency, µM (top dose mostly 76.9 µM), inactives show at the top dose activity change, negative = inhibition, most hits filed as inhibitors; P10253;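 note: plate controls were uninhibited enzyme wells for no effect and no-enzyme background for full effect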
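qHTS format, compound range up to 77 uM. Human lysosomal enzyme at 4 nM, 400 uM 4-MU glucoside substrate, pH 5.0, 20 min room temperature; fluorescence after alkaline stop gives activity normalized to controls.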
Tau fluor counter: counter-screen for tau fibril formation inhibitors | tau K18 P301L (four-repeat tau fragment) Alexa594 fluorescence, heparin fibrillization | Potency, µM (titrated, usually from 57.7 µM), for inactives: at the highest dose activity change, negative = decrease | 280,000 compounds, 0.93% hits | AID 1463; note: % is set by controls: 0 for no effect and ±100 for the full control effect; nearly all actives have a fitted effect of over 55% in size
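Human K18 P301L tau (15 uM unlabeled plus 0.24 uM Alexa 594-labeled, final) in 100 mM sodium acetate pH 7 was mixed with compound and 20 uM heparin and incubated 6 hr at 37 C.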
GAA spleen mod: inhibitors or activators of human alpha-glucosidase in spleen homogenate | 240,000 compounds, 0.006% hits | P10253 | human spleen homogenate, 4-MU-alpha-glucoside fluorescence | Potency, µM (doses to about 79.9 µM), without a hit: at the highest dose activity change, negative = inhibition, hits mostly inhibitors | AID 2112;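 note: 0% = enzyme with vehicle and -100% = no enzyme basal signal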
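Enzyme source: human spleen homogenate, 1 ug/well. Buffer 50 mM citric acid/K phosphate pH 5.0, 0.01% Tween-20. 4-MU-alpha-glucoside 1 mM; 37 C x 40 min; NaOH/glycine stop; fluorescence.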
* hit, by the source's call; ? = inconclusive; / = no result given; [ ] = remark or other dose. Calls come from the whole dose curve; as a rule, active = well fitted curve in the direction sought with a large enough effect; inconclusive = small, poorly fitted or top-dose-only effect, or another doubt; inactive = no such curve, though single readings can be large; an effect the other way counts as inactive or inconclusive. Potency is the fitted concentration of half-maximal effect.

Values run as follows: HTT ATP protect	Tau fibril ThT	GAA glycogen mod	aGal spleen mod	Tau fibril FP	GAA inh	Tau fluor counter	GAA spleen mod
Cc1ccc(C2=CSC3=NS(=O)(=O)CCN23)cc1
→ /	-2%	21%	-3%	-8%	-3%	-2%	-2%
COc1ccc(C2C3=C(CC(c4ccco4)CC3=O)Nc3ccccc3N2C(C)=O)cc1 (configuration not stated)
→ -3%	2%	-3%	-7%	11%	-5%	6%	-4%
CCOCCCNC(=O)COC(=O)/C=C/c1ccc(S(=O)(=O)N2CCc3ccccc32)cc1
→ -13%	-3%	-4%	-17%	10%	-12%	-3%	-9%
Cc1c(/C=N\NC(=O)c2ccc(F)cc2)cnn1C
→ /	-12%	2%	1%	3%	0%	7%	4%
Cc1ccccc1-c1nsc(SCC(=O)c2ccc(Cl)cc2)n1
→ 14%[10 µM]	-18%	-10%	-15%	-5%	4%	-15%	-5%
Cc1ccc(NC(=O)CN(C)CC(=O)Nc2ccccc2C(=O)Nc2ccccc2)cc1
→ -90%[inhibitor]	-6%	-5%	-15%	-1%	?	-22%	-4%
CC(C)C(=O)NC(c1ccc(N(C)C)cc1)c1c(O)ccc2ccccc12 (configuration not stated)
→ -5%[10 µM]	/	-18%	-3%	8%	/	?	-4%
CCCC(C)C(=O)N(Cc1ccccc1)c1ccccn1 (configuration not stated)
→ 13%	-1%	4%	8%	-3%	-2%	-5%	7%
CC(C)CN(C(=O)COC(=O)c1cc2c(s1)CCC2)C1CCS(=O)(=O)C1 (configuration not stated)
→ -13%	13%	3%	-9%	1%	2%	4%	3%
Cn1c(=O)cc(SCC(=O)NCCC2=CCCCC2)c2ccccc21
→ -7%[10 µM]	-4%	-12%	-1%	2%	-21%	-6%	-4%
CCS(=O)(=O)n1nc(-c2ccc(OC)cc2)nc1SC
→ -24%	-12%	-25%	-18%	-4%	-1%	-4%	-19%
CC(C)NOC(=O)c1ccc(Cl)cc1
→ -13%	-1%	2%	15%	9%	-3%	4%	-25%
C#CCONC(=O)c1cc(OCC(F)(F)F)ccc1OCC(F)(F)F
→ -11%	2%	3%	11%	1%	0%	1%	1%
CN1CCN(C(=O)c2ccccc2NC(=O)Cc2ccccc2)CC1
→ 3%	-7%	-9%	5%	1%	0%	3%	5%
OCCCCNCc1cc(Br)ccc1OCc1ccccc1
→ -35%	-3%	2%	2%	0%	-3%	4%	-15%
COc1cc(C(=O)Nc2nnc(CC(=O)N3CCOCC3)s2)cc(OC)c1OC
→ -10%	1%	-3%	-9%	7%	2%	10%	-5%
O=C1CSC(c2ccc(F)cc2)N1c1nnc(C23CC4CC(CC(C4)C2)C3)s1 (configuration not stated)
→ 10%	-11%	8%	5%	-12%	1%	-2%	-3%
Cc1cc(Cl)n2nc(C)c(-c3ccc(Cl)cc3)c2n1
→ 15%	?	0%	6%	-8%	0%	-17%	-4%
O=C(O)C(O)[C@@](O)(Cc1ccc(O)cc1)C(=O)O (some centres not stated)
→ ?	-2%	/	13%	-7%	/	-8%	5%
CCc1nc(-c2ccc(OC)c(OC)c2)cc2cc(OC)c(OC)cc12
→ 13%[1.9 µM]	?	-11%	4%	6%	-31%	-18%	-16%
O=C(CC(=O)c1cccc([N+](=O)[O-])c1)Nc1ccccc1Cl
→ 16%	?	2%	0%	9%	-2%	-29%	5%
Cc1nonc1NC(=O)CSc1nc2cc(Cl)ccc2c2c1CCCC2
→ 2%	-1%	2%	7%	-5%	-6%	-17%	-7%
Cc1ccc2cccc(NC(=O)COc3ccccc3[N+](=O)[O-])c2n1
→ /	-6%	-6%[76.3 µM]	/	-1%	/	-7%	/
CCCCc1c(C)nc2ccc(C(=O)OCC)cc2c1Cl
→ 5%[1.9 µM]	-8%	10%	-7%	-1%	-1%	-3%	-7%
Cn1ncc(Cl)c1C(=O)N1CCCc2ccccc21
→ 3%	-3%	1%	0%	4%	-5%	0%	3%
O=c1[nH]n2cc(-n3cc([N+](=O)[O-])cn3)cnc2c1Br
→ -21%	?	-1%	-12%	11%	2%	1%	1%
Cc1nc2nc(C)c(CCC(=O)NC3CCCCC3)c(C)n2n1
→ -14%	-12%	7%	2%	?	-1%	-9%	-10%
O=C1Nc2ccccc2C(=O)C1(Cl)Cc1ccccc1 (configuration not stated)
→ -37%	?	5%	5%	?	1%	-12%	-9%
CC(C)C(NS(=O)(=O)c1ccc2c(c1)oc(=O)n2C)C(=O)N1CCN(c2ccccc2F)CC1 (configuration not stated)
→ -9%	-4%	-8%	-5%	2%	?	-13%	0%
CCc1nc(SCC(=O)Nc2cccc(C(F)(F)F)c2)c2c(=O)n(C)c(=O)n(C)c2n1
→ -12%	2%	2%	2%	-14%	0%	-5%	4%

Two records drawn at random from those above, as already listed:
Values run as follows: HTT ATP protect	Tau fibril ThT	GAA glycogen mod	aGal spleen mod	Tau fibril FP	GAA inh	Tau fluor counter	GAA spleen mod
O=C1Nc2ccccc2C(=O)C1(Cl)Cc1ccccc1 (configuration not stated)
→ -37%	?	5%	5%	?	1%	-12%	-9%
Cc1cc(Cl)n2nc(C)c(-c3ccc(Cl)cc3)c2n1
→ 15%	?	0%	6%	-8%	0%	-17%	-4%

(listing goes on)
Values run as follows: HTT ATP protect	Tau fibril ThT	GAA glycogen mod	aGal spleen mod	Tau fibril FP	GAA inh	Tau fluor counter	GAA spleen mod
COCCn1c(SCC(=O)Nc2ccc(C)cc2C)nc2c(oc3ccccc32)c1=O
→ /	-4%	-6%	2%	-4%	5%	-3%	-10%
COc1nc(N(C)C)nc(-n2nnc(C(C)=O)c2C)n1
→ -3%	-8%	2%	5%	10%	3%	1%	5%
Cc1ccccc1OC1=NS(=O)(=O)c2ccccc21
→ -12%[10 µM]	-10%	-6%	-13%	6%	?	-6%	-3%
Cc1ccc(C)c2sc(NC(=O)CN3C(=O)CCC3=O)nc12
→ 7%[10 µM]	/	12%	5%	5%	/	4%	-3%
Cc1cc(C)cc(-n2nnc(C(=O)NCc3ccc(Cl)cc3)c2N)c1
→ -5%[10 µM]	-14%	-4%	3%	?	?	-20%	-2%
CC(=O)NC1=NN(C(C)=O)C2(S1)C(=O)N(C(C)=O)c1ccc(C)cc12 (configuration not stated)
→ 1%	-14%	-29%	1%	-10%	7%	-16%	4%
COc1ccc(C(=O)Nc2ccc(N3CCN(Cc4ccccc4)CC3)cc2)cc1
→ -39%[inhibitor][1.9 µM]	?	21%	-4%	7%	7%	-7%	-4%
COc1ccc(Cc2nnc(NC(=O)Cn3cnc4c3c(=O)n(C)c(=O)n4C)s2)cc1OC
→ -10%	0%	1%	-3%	3%	7%	-6%	-20%
COc1ccc(CNC(=O)Nc2ccc(OC)cc2)cc1
→ 4%	-4%	-1%	-4%	13%	-3%	2%	-3%
CCOc1ccc(NC(=O)c2cc(S(=O)(=O)N3CCCC3)c[nH]2)cc1
→ /	-9%	16%[76.3 µM]	/	14%	/	-9%	/
O=C(Cc1cccs1)NNC(=S)NCc1ccco1
→ 9%[10 µM]	-6%	-26%	-1%	0%	?	-3%	0%
CCNc1ccc(-c2nc(-c3ccncc3)no2)cc1[N+](=O)[O-]
→ /	2%	?	/	-1%	/	2%	/
Cc1cc(N2C(=O)NC(=O)CC2C)c(C)cc1C(C)C (configuration not stated)
→ /	4%	0%	2%	-1%	?	6%	-4%
NNC(=O)Cn1c(SCc2ccccc2)nc2ccccc21
→ -10%	-7%	-1%	9%	1%	-5%	-10%	-2%
COC(=O)COc1ccc(S(=O)(=O)NC2CCCCCC2)cc1
→ 16%[0.074 µM]	-4%	-3%	?	2%	-8%	-1%	1%
O=C(O/N=C/C1=C(Cl)c2ccccc2CC1)c1ccc(F)cc1
→ 4%	-16%	7%	1%	-12%	?	-14%	3%

A second format for part of the listing above.
> Cn1ncc(Cl)c1C(=O)N1CCCc2ccccc21
  HTT ATP protect: 3% | Tau fibril ThT: -3% | GAA glycogen mod: 1% | aGal spleen mod: 0% | Tau fibril FP: 4% | GAA inh: -5% | Tau fluor counter: 0% | GAA spleen mod: 3%
> O=c1[nH]n2cc(-n3cc([N+](=O)[O-])cn3)cnc2c1Br
  HTT ATP protect: -21% | Tau fibril ThT: ? | GAA glycogen mod: -1% | aGal spleen mod: -12% | Tau fibril FP: 11% | GAA inh: 2% | Tau fluor counter: 1% | GAA spleen mod: 1%
> Cc1nc2nc(C)c(CCC(=O)NC3CCCCC3)c(C)n2n1
  HTT ATP protect: -14% | Tau fibril ThT: -12% | GAA glycogen mod: 7% | aGal spleen mod: 2% | Tau fibril FP: ? | GAA inh: -1% | Tau fluor counter: -9% | GAA spleen mod: -10%
> O=C1Nc2ccccc2C(=O)C1(Cl)Cc1ccccc1 (configuration not stated)
  HTT ATP protect: -37% | Tau fibril ThT: ? | GAA glycogen mod: 5% | aGal spleen mod: 5% | Tau fibril FP: ? | GAA inh: 1% | Tau fluor counter: -12% | GAA spleen mod: -9%

Screening results: PubChem, National Center for Advancing Translational Sciences (NCATS)

Random draw from the library. About 3.3% of those tested had a hit in this group.
